HRas wt GTP bind – human HRas wildtype GTP binding, change in either direction; P01112; GST-Ras wt beads, Bodipy-FL-GTP binding, flow cytometry; actives lie on both sides; GTP binding activity, % at 10 µM; 190,000 tested, 0.14% active;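 active = GTP binding activity at least 20% away from the 100% baseline, either lowered as inhibitor or raised as activator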;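 note: 0% = unlabeled GTP competition control and 100% = no-compound control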
Target sequence (P01112 whole entry, looked up): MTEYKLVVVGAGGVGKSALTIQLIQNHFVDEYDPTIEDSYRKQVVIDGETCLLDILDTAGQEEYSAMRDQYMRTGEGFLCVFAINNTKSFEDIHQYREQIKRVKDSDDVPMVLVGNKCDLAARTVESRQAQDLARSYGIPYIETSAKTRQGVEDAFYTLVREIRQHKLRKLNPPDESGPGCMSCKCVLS
Rac1 mut GTP – modulators of GTP binding to human Rac1 activated mutant; P63000; GST-Rac1 activated beads, fluorescent GTP binding, flow cytometry; actives lie on both sides; 100% means binding = to untreated wells; percent activity (GTP binding), % at 10 µM; 190,000 tested, 0.11% active;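 active = GTP binding at least 20 percentage points away from the 100% baseline, in either direction, so actives lie on both sides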
ABCG2 block – inhibitors of human ABCG2 transporter, ABCB1 counter-screen. IgMXP3 cells, JC-1 efflux, flow cytometry. inhibition, % at 6.6 µM. 190,000 tested, 0.1% active. AID 1325;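 active = inhibition above 80%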;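 note: 0% = DMSO and 100% = nicardipine control wells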
Target sequence (Q9UNQ0 whole entry, looked up): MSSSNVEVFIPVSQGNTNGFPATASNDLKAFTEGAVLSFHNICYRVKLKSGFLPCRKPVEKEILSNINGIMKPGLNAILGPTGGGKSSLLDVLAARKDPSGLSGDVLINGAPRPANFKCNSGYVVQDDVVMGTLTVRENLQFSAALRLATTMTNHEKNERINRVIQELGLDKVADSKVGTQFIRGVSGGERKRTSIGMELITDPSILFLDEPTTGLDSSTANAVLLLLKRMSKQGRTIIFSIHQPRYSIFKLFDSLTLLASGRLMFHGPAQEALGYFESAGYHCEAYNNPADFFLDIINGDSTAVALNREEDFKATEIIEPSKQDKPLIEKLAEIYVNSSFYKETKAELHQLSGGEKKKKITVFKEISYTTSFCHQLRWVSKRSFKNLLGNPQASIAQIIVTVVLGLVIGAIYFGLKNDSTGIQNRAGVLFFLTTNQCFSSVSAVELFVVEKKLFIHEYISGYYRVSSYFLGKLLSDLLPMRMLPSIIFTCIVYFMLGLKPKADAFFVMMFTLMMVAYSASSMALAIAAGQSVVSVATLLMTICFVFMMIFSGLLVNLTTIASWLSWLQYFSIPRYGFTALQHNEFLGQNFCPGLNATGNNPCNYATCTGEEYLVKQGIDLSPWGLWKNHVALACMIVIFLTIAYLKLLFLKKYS
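material = IgMXP3 (ABCG2) plus far-red-tagged CCRF-Adr (ABCB1) cells | amount = 3 million cells/mL, equal mix of both lines | also added = JC-1 transporter substrate | dosing = one concentration, 6.6 µM final | schedule = 10 min at 25 °C | measured by = flow cytometric JC-1 green MFI at 530 nm | read-out basis = percent efflux inhibition, scaled nicardipine 100% to DMSO 0%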
Avidin fluor – compound fluoresces at 488/530 nm on avidin beads. compound fluorescence 488/530 nm, flow cytometry; hits give high values. 220,000 tested, 0.38% active. AID 1775. fluorescence (KMESF) at 10 µM; in the data active = fluorescence above about 47; note: inactives centre near 10
Cdc42 wt – human Cdc42 wildtype GTP binding change, either direction; P60953; GST-Cdc42 beads, Bodipy-GTP binding, flow cytometry; actives lie on both sides; percent activity (GTP binding), % at 10 µM; 190,000 tested, 0.2% active;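 active = percent activity GTP binding at least 20 points away from the 100% baseline, either down as inhibitor or up as activator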;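 note: median bead fluorescence of bound Bodipy-FL-GTP at 100 nM; 0% = excess unlabeled GTP control and 100% = no compound control; below 100% means less GTP binding so inhibitor and above means activator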
Target sequence (P60953 whole entry, looked up): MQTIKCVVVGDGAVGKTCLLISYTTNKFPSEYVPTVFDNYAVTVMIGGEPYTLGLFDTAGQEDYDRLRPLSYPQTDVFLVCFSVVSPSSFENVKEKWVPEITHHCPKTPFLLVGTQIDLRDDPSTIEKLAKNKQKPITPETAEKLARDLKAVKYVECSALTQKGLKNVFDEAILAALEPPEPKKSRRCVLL
Rab2A wt mod – changes GTP binding to wildtype dog Rab2A, up or down; GTP binding activity, % at 10 µM; 190,000 tested, 0.19% active; P61105; GST-Rab2 wt beads, Bodipy-GTP binding, flow cytometry;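 active = GTP binding activity at least 20 points away from 100%, either lowered or raised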;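 note: 0% = beads with excess unlabeled GTP and 100% = no-compound control corrected for plate trend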
Mcl1 Noxa PPI – Mcl-1/Noxa interaction inhibition; Q07820; TR-FRET Mcl-1/Noxa peptide binding, 2 h; inhibition, % at 21.7 µM; 220,000 tested, 1.5% active;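 active = compounds that cut the protein-peptide binding signal by more than 50% relative to plate controls in a single-dose test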;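 note: His-tagged Mcl-1 with rhodamine Noxa BH3 peptide and terbium anti-His antibody; 0% = Mcl-1 plus Noxa peptide wells and 100% = peptide-only wells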
Pf gamet viab – kills late stage P. falciparum gametocytes | AID 743093 | P. falciparum stage V gametocytes, ATP luminescence, 24 h | inhibition, % at 10.9 µM | 150,000 tested, 0.065% active;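 active = inhibition above the mean plus 3 SD of compounds within the control limits, set per campaign, cut at about 38% in these data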;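 note: 0% = DMSO wells and 100% = medium only without gametocytes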
ABCB1 inh – human ABCB1 inhibition, ABCG2 as counter-screen; P08183; CCRF-Adr cells, JC-1 efflux, flow cytometry; inhibition, % at 6.6 µM; 190,000 tested, 0.067% active; in the data active = inhibition above about 40%;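 note: 0% = vehicle and 100% = reference inhibitor; higher value means more JC-1 retained so stronger ABCB1 efflux block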
Rab7 wt modul – alters GTP binding to wildtype dog Rab7; GST-Rab7 beads, fluorescent GTP binding, flow cytometry; actives lie on both sides; untreated = 100%, excess cold GTP = 0%; GTP binding activity (percent of control), % at 10 µM; 190,000 tested, 0.055% active;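 active = fluorescent GTP binding to Rab7 beads changed by at least 20 points from the 100% baseline, either direction, mostly lower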;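 note: median green fluorescence of bound Bodipy-FL-GTP per Rab7 bead population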
Rac1 wt modul – alters GTP binding to wildtype human Rac1; P63000; GST-Rac1 beads, fluorescent GTP binding, flow cytometry; actives lie on both sides; 0 = cold GTP competed, 100 = untreated; GTP binding activity (% of control), % at 10 µM; 190,000 tested, 0.27% active;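 active = GTP binding activity at least 20 points away from the 100% control level, either lower or higher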
Active calls of the source: *; . = no result given. This is a subset, so the mix of outcomes need not match the whole.

SMILES | HRas wt GTP bind | Rac1 mut GTP | ABCG2 block | Avidin fluor | Cdc42 wt | Rab2A wt mod | Mcl1 Noxa PPI | Pf gamet viab | ABCB1 inh | Rab7 wt modul | Rac1 wt modul
CC1(C)CN=C(Nc2nc3ccccc3s2)S1 | 100 | 98 | 1 | 5 | 101 | 98 | -14 | 17 | -1.6 | 98 | 97
CCOc1ccc(CC2(CCc3ccncc3)C(=O)NC(=O)NC2=O)cc1 | 97 | 97 | 2 | 12 | 99 | 97 | 9 | 4 | 0.0 | 99 | 100
O=C(CN1CC=C(c2ccccc2)CC1)NC(=O)NCc1ccco1 | 99 | 95 | 0 | 8 | 99 | 98 | 10 | . | -0.1 | 100 | 103
Cc1ccc(C2(O)CC(C)N(C)CC2C)cc1 (stereo not given) | 97 | 97 | 6 | 3 | 98 | 97 | 7 | -6 | 1.0 | 96 | 98
CC(C(=O)c1ccc2ccccc2c1)N1CCCCC1 (stereo not given) | 100 | 95 | 9 | 10 | 99 | 101 | 27 | -1 | 0.0 | 103 | 102
CN1/C(=C\C=Nc2ccccc2)C(C)(C)c2ccccc21 | 102 | 99 | 10 | 34 | 101 | 102 | 3 | . | 2.6 | 98 | 105
CCOC(=O)C(O)(c1ccc(N=Cc2ccccc2O)c(C)c1)C(F)(F)F (stereo not given) | 100 | 100 | -1 | 2 | 99 | 101 | 5 | -5 | -0.1 | 101 | 102
CC(C)(C)NC(=O)NC(=O)CN1CC=C(c2ccccc2)CC1 | 98 | 94 | 0 | 9 | 98 | 101 | 7 | -11 | 0.4 | 103 | 99
Cc1ccc(C(O)(C(=O)NNC(=O)CN2CCN(C)CC2)c2ccc(C)cc2)cc1 | 103 | 101 | 3 | 12 | 101 | 101 | 18 | . | 0.3 | 100 | 106
COc1ccc(/C=N\N=C(N)N)cc1 | 100 | 97 | -1 | 14 | 98 | 101 | -2 | 0 | -0.1 | 105 | 104
Oc1ccc(CC2CC3CCN2CC3)cc1O (stereo not given) | 101 | 97 | -4 | 31 | 101 | 101 | 0 | -52 | -0.8 | 99 | 106
Cc1ccc2nc(N3CCN(C)CC3)[nH]c2c1 | 103 | 100 | 1 | 14 | 104 | 104 | 23 | . | 0.2 | 105 | 106
COc1ccc(CCn2c(O)c(C=NCCCn3ccnc3)c(=O)[nH]c2=O)cc1OC | 104 | 104 | 0 | 35 | 109 | 104 | -14 | -2 | 0.0 | 101 | 106
CCCNC(=O)N1CCC2(CC1)OCCO2 | 95 | 93 | 1 | 8 | 96 | 95 | -7 | 10 | 0.1 | 98 | 98
CC(=O)Nc1nc(CCl)cs1 | 94 | 94 | 3 | 9 | 87 | 93 | 16 | -2 | 0.6 | 98 | 94
O=C(c1cn(Cc2ccccc2)c2ccccc12)C1CC1 | 95 | 95 | 14 | 12 | 98 | 95 | -5 | -4 | 1.3 | 95 | 97
O=c1[nH]c(=O)n(-c2cccc3ccccc23)c(O)c1/C=N/N1CCCCC1c1cccnc1 (stereo not given) | 100 | 99 | 1 | 16 | 100 | 98 | 36 | 6 | 0.2 | 100 | 104
COC(=O)[C@]1(C)C[C@H]1[C@H](NP(=O)(c1ccccc1)c1ccccc1)c1ccccc1 | 100 | 99 | 3 | 7 | 103 | 99 | 6 | . | 2.2 | 101 | 107
Cc1ccc(C)c(NC2=NCCCS2)c1 | 105 | 103 | 2 | 40 | 104 | 105 | 0 | . | 0.4 | 106 | 106
CCCCCCNc1nc(OC)nc(N2CC3CC(C2)c2cccc(=O)n2C3)n1 (stereo not given) | 96 | 93 | 0 | 28 | 96 | 96 | -11 | -10 | 0.1 | 103 | 94
Cc1ccc2c(c1)C1CN(C)CCC1N2C(=O)Nc1cccc(Cl)c1 (stereo not given) | 101 | 99 | 2 | 9 | 100 | 100 | 99* | . | 0.2 | 98 | 100
COc1ccccc1-n1c(O)c(C=NCCN2CCNCC2)c(=O)[nH]c1=O | 100 | 95 | 0 | 36 | 98 | 100 | 15 | 19 | 0.0 | 102 | 97
COc1ccc(OCC(=O)N2CCN(Cc3ccc4c(c3)OCO4)CC2)cc1 | 98 | 96 | 6 | 11 | 96 | 98 | -3 | 10 | 1.5 | 102 | 100
O=C(c1ccccc1)C(CN1CCCC1)c1ccccc1 (stereo not given) | 104 | 103 | -2 | 4 | 106 | 102 | 6 | 7 | . | 105 | 104
COc1ccc(CN2CCN(C(=O)COc3cccc(C)c3)CC2)c(OC)c1 | 98 | 97 | 3 | 16 | 98 | 98 | 31 | . | 1.4 | 96 | 97
N/C(=N\[N+](=O)[O-])N1CCN(C(=O)c2ccccc2)CC1 | 94 | 95 | 1 | 11 | 98 | 97 | 3 | 20 | 0.2 | 97 | 96
Clc1ccc(OCC#CCN2CCCC2)cc1 | 95 | 95 | 1 | 9 | 93 | 95 | 5 | 14 | 0.1 | 96 | 96
CCOP(=O)(OCC)C(NC(=O)c1ccccc1)C(Cl)(Cl)Cl (stereo not given) | 96 | 99 | -1 | 22 | 100 | 94 | -9 | 16 | -0.1 | 100 | 102
CC(O)(CS(=O)(=O)c1ccccc1)C(=O)Nc1cccc(C(F)(F)F)c1 (stereo not given) | 102 | 99 | 0 | 11 | 103 | 100 | -3 | . | 0.3 | 101 | 107
CSc1ccc(CNC2CN3CCC2CC3)cc1 (stereo not given) | 99 | 98 | 0 | 6 | 99 | 98 | 38 | 3 | -0.1 | 98 | 102
Cc1cccc(N2C(=O)CC(=O)NC2=O)c1 | 97 | 96 | -11 | 15 | 94 | 99 | 12 | -3 | -0.6 | 100 | 101
COc1ccccc1N1CCN(Cc2ccc(F)cc2)CC1 | 97 | 94 | 4 | 24 | 94 | 98 | 0 | -20 | 0.9 | 101 | 94
CCC(C)N=Cc1c(O)n(-c2ccccc2)c(=O)[nH]c1=O (stereo not given) | 103 | 99 | 0 | 10 | 103 | 102 | 3 | 6 | 0.2 | 102 | 103
N#CCC(=O)NN1Cc2ccccc2C1=N | 104 | 101 | 3 | 4 | 106 | 104 | 12 | . | -0.4 | 104 | 107
Cc1cccc(OP(N)(N)=O)c1C | 102 | 97 | 2 | 6 | 103 | 107 | 6 | 4 | 0.5 | 106 | 103
CCCCCSc1cc(OC)c(CCN(C)C)cc1OC | 100 | 98 | -1 | 16 | 100 | 100 | 1 | 26 | -0.1 | 100 | 102
COC(=O)N(C)c1ccc(C(O)(C(=O)OC)C(F)(F)F)cc1 (stereo not given) | 101 | 100 | 1 | 3 | 101 | 102 | 17 | 8 | 0.2 | 102 | 103
CCC(C)N1C(=O)/C(=C\c2cnc(N(C)C)nc2)C(=O)NC1=S (stereo not given) | 95 | 93 | 17 | 8 | 93 | 93 | 43 | -36 | 1.2 | 97 | 98
CCCCCCCC(=O)NC(Oc1ccccc1[N+](=O)[O-])C(Cl)(Cl)Cl (stereo not given) | 98 | 97 | 0 | 10 | 98 | 97 | 7 | -17 | 0.0 | 99 | 101
O=c1c2ccccc2nc(-c2cccs2)n1-c1ccccc1 | 100 | 99 | 37 | 12 | 100 | 100 | 4 | . | 0.7 | 102 | 104

Three compounds out of the list, ordered by count of non-hydrogen atoms, lowest first.
SMILES | HRas wt GTP bind | Rac1 mut GTP | ABCG2 block | Avidin fluor | Cdc42 wt | Rab2A wt mod | Mcl1 Noxa PPI | Pf gamet viab | ABCB1 inh | Rab7 wt modul | Rac1 wt modul
CCCCCSc1cc(OC)c(CCN(C)C)cc1OC | 100 | 98 | -1 | 16 | 100 | 100 | 1 | 26 | -0.1 | 100 | 102
O=c1c2ccccc2nc(-c2cccs2)n1-c1ccccc1 | 100 | 99 | 37 | 12 | 100 | 100 | 4 | . | 0.7 | 102 | 104
CCCCCCCC(=O)NC(Oc1ccccc1[N+](=O)[O-])C(Cl)(Cl)Cl (stereo not given) | 98 | 97 | 0 | 10 | 98 | 97 | 7 | -17 | 0.0 | 99 | 101

Next part:
SMILES | HRas wt GTP bind | Rac1 mut GTP | ABCG2 block | Avidin fluor | Cdc42 wt | Rab2A wt mod | Mcl1 Noxa PPI | Pf gamet viab | ABCB1 inh | Rab7 wt modul | Rac1 wt modul
CN(C(=O)c1ccco1)C1(c2ccccc2Cl)CCCCC1=O (stereo not given) | 100 | 98 | 4 | 7 | 97 | 99 | 2 | . | 0.9 | 100 | 102
O=C1NC(=O)N(c2ccccc2)C(=O)/C1=C/c1ccc(Sc2ccccc2)o1 | 97 | 90 | -5 | 24 | 94 | 92 | 29 | . | -1.2 | 96 | 95
CCOC(=O)C(C)(CC)NC(=O)CSP(=S)(OCC)OCC (stereo not given) | 100 | 99 | 2 | 14 | 105 | 101 | -8 | . | 0.2 | 101 | 103
Cc1ccc(CN2C3CCCC2CC(NC(=O)Nc2cccc(F)c2)C3)cc1 (stereo not given) | 95 | 94 | 1 | 10 | 98 | 97 | 25 | 0 | 0.6 | 97 | 102
COC(=O)c1c(C)[nH]c(C(=O)C(C)[N+]23CCN(CC2)CC3)c1C (stereo not given) | 96 | 94 | 1 | 8 | 94 | 95 | -2 | -7 | 0.2 | 99 | 97
O=C(Nc1ccccc1)NC1CC2CCC(C1)N2 (stereo not given) | 101 | 101 | -1 | 2 | 103 | 102 | -9 | 3 | -1.4 | 99 | 106
CN1C(=O)C(Cc2nc3ccccc3c(=O)n2-c2ccccc2)c2ccccc21 (stereo not given) | 104 | 100 | 11 | 6 | 103 | 104 | 5 | -11 | 1.8 | 103 | 106
CCN(CC)c1ccc(C=C2C(=O)N(C)C(=S)N(C)C2=O)o1 | 102 | 101 | -9 | 18 | 105 | 101 | -6 | -1 | -0.8 | 99 | 106
Cc1ccc(S(=O)(=O)NP(=O)(Oc2ccccc2)Oc2ccccc2)cc1 | 97 | 97 | 1 | 13 | 100 | 94 | 23 | 18 | 0.4 | 93 | 104
O=C(O)C1C2CCC(O2)C1C(=O)Nc1ccc(Cl)cc1 (stereo not given) | 98 | 95 | 0 | 6 | 95 | 100 | -4 | 17 | -0.1 | 108 | 101
O=C(c1cc(C(=O)NCc2ccc(Cl)cc2)c(=O)n(Cc2ccc(Cl)cc2)c1)c1cc(F)ccc1O | 104 | 104 | -1 | 11 | 100 | 103 | 11 | -12 | 0.4 | 102 | 103
CCN1CCN(C(=O)Cc2coc3ccc4ccccc4c23)CC1 | 98 | 97 | -3 | 22 | 100 | 99 | -1 | . | -0.6 | 97 | 101
CCN(CC)c1ccc(N=Cc2c(O)n(CCc3ccc(OC)c(OC)c3)c(=O)[nH]c2=O)cc1 | 103 | 99 | -5 | 8 | 102 | 108 | 15 | 12 | 0.4 | 105 | 101
C=CCn1c(O)c(C(CC)=NCCC2=CCCCC2)c(=O)[nH]c1=O | 100 | 97 | 2 | 35 | 98 | 101 | 14 | -4 | 0.5 | 99 | 99
Cc1ccc2c(c1)C1CN(C)CCC1N2C(=O)COc1ccc(S(=O)(=O)N2CCOCC2)cc1 (stereo not given) | 100 | 94 | 1 | 8 | 95 | 97 | -10 | 6 | 0.2 | 101 | 103
